# HER2 expr 66K = inhibitors of Her2 protein expression, primary screen, SKBR-3 cells, AlphaScreen, 66K library; actives 0.69% (n = 65,000); HER2 level % of control, % at 10 µM; SKBR-3 HER2 protein level, 18-24 h; active compounds read low; AID 645, 2007;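 active means HER2 level under 5% of the carrier-only control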;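 further: 100% = DMSO carrier and 0% = 500 nM PU-H71 HSP90 inhibitor; lower value means stronger loss of Her2 protein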
# Cdc25B inh = inhibitors of Cdc25B phosphatase catalytic domain, primary screen, biochemical, OMFP fluorescence | inhibition, %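 (compounds tested at 10 µM final in the well)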 | recombinant Cdc25B, OMFP fluorescence Ex485/Em525 | M-phase inducer phosphatase 2 (Homo sapiens), P30305 | actives 0.1% (n = 65,000) | AID 368, 2006; in the data active means inhibition above about 50%
# RORa activator = activators of orphan receptor RORA, primary screen, cell-based, luminescence; CHO-K1 Gal4-RORA LBD luciferase reporter; percent increase over mock-subtracted basal signal; actives 1.5% (n = 65,000); AID 560, 2006; Nuclear receptor ROR-alpha (Homo sapiens), P35398; activation, % at 10 µM;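 active means activation above the mean of all tested compounds plus 3 SD, cut at about 49% in these data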;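 further: 0% = DMSO-treated RORA cells and 100% = added signal equal to DMSO minus mock-transfected cells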
# Target sequence (P35398 whole entry, looked up, the tested form may be a part): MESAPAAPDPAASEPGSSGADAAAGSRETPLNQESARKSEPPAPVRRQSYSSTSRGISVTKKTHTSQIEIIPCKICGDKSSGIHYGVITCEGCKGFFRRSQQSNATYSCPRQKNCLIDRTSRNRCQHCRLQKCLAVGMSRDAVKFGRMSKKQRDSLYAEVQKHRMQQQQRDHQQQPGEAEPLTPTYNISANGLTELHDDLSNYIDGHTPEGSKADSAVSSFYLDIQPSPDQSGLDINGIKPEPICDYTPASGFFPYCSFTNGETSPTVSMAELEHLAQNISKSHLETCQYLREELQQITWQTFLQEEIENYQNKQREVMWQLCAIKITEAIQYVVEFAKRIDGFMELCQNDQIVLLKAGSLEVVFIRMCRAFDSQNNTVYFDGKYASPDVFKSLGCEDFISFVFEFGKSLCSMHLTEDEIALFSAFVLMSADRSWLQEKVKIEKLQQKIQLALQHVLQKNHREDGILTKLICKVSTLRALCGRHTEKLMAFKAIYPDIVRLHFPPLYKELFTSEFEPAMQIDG
# DUSP1 inh = MKP-1 phosphatase inhibitors, primary screen, biochemical, in vitro | Dual specificity protein phosphatase 1 (Homo sapiens), P28562 | recombinant MKP-1, OMFP hydrolysis fluorescence | inhibition, %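 (compounds tested at a single concentration somewhere between 10 and 100 µM)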 | actives 0.15% (n = 65,000);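 active means inhibition above about 50%, limit read from the data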;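 further: 0% = DMSO max control wells and 100% = wells with enzyme stopped by NaOH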
# SF1 activator = activators of human SF-1, primary screen, cell-based, CHO-K1, Gal4-SF-1 LBD, luciferase luminescence | Steroidogenic factor 1 (Homo sapiens), Q13285 | CHO-K1 Gal4-SF-1 LBD luciferase reporter; % increase over DMSO SF-1-specific signal | activation, % at 10 µM | actives 1.9% (n = 65,000);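 active means activation above the mean activation of all tested compounds plus 3 SD, cut at about 50% in these data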
#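 System: CHO-K1 cells with Gal4–hSF-1 LBD chimera plus Gal4-driven luciferase; quantity: 4,000 CHO-K1 cells per well; compound: one dose, 10 µM compound, 1% DMSO; times: 20 h compound treatment, 37 °C; measured by: SteadyLite luciferase luminescence; read-out: percent activation versus DMSO; benchmarks: DMSO and mock-transfected background; replicates: one test per compound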
# TNAP act mid DEA = human TNAP enzyme activators, primary screen, biochemical, luminescent, intermediate phosphate acceptor level. activation factor at 20 µM. 64,000 tested, under 10 active. AID 813, 2007. Alkaline phosphatase, tissue-nonspecific isozyme (Homo sapiens), P05186. purified TNAP, CDP-star luminescence, 100 mM DEA, 30 min; active compounds read high; scale: 0 levamisole-inhibited, 1 vehicle-only enzyme;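 active means activation factor of at least 2 at 20 µM, relative to controls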
# D1 allo mod = D1 CRE-luciferase signal change, two-sided – cell-based, HEK293 D1, dopamine EC30, D1 allosteric modulator project, primary screen; D(1A) dopamine receptor (Homo sapiens), P21728; dopamine EC30 potentiation; actives deviate in either direction; B-score at 10 µM; actives 5.9% (n = 58,000);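 active means luminescence count or its row- and column-corrected plate score outside the 99.7% band of the plate's sample wells, on either side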
# Target sequence (P21728 whole entry, looked up): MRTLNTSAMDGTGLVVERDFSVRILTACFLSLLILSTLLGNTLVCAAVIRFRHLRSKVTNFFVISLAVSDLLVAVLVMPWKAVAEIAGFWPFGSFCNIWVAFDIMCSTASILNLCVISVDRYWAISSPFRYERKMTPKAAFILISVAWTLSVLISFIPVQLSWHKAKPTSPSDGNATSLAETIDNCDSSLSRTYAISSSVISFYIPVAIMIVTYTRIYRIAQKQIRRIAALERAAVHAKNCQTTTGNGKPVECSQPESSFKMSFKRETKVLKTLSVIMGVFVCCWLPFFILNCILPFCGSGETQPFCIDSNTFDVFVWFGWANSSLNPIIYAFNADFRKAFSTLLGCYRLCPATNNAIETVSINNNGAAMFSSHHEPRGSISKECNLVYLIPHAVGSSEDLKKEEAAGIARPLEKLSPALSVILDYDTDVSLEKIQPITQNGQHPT
# FXIIa inh mix = human factor XIIa inhibitors, primary screen, biochemical, pooled compound mixtures, fluorogenic substrate | purified FXIIa | inhibition, % at 5 µM | actives 0.2% (n = 62,000); in the data active means inhibition above about 20%, passing the limit was not always enough;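 further: 0% = enzyme without compound and 100% = no enzyme blank; some results filed as inactive read as strong as hits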
# Hsp90 block = tumor Hsp90 inhibitors, primary screen, cell lysate, fluorescence polarization, NCI-N417 lysate | AID 429, 2006 | actives 0.35% (n = 64,000) | Cy3B-geldanamycin FP displacement | inhibition, % at 30 µM;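 active means inhibition above 50%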;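 further: 0% = tracer plus lysate wells and 100% = tracer alone without lysate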
# Numbers without * were called inactive; · = no result given.
1. C=CCn1c(SCC(=O)Nc2ccc(C(=O)OCC)cc2)nnc1-c1sc(N)nc1C
2. COc1ccc2c(c1)CCc1c(C(=O)Nc3c(C)n(C)n(-c4ccccc4)c3=O)noc1-2
3. CC(NS(C)(=O)=O)C(c1cccs1)N1CCN(Cc2ccccc2)CC1 (configuration not stated)
4. Cc1cc(OCn2ccc(C(=O)O)n2)ccc1Cl
5. COC(=O)c1ccccc1NC(=O)CN1C(=O)c2ccccc2S1(=O)=O
6. CC(C)(C)c1ccccc1OCCCCCNCCO
7. Cc1ccc(S(=O)(=O)N2CCOCC2)cc1C(=O)Nc1nc(-c2cccnc2)cs1
8. CC(C)N=C(NC#N)SCc1ccc(F)cc1
9. CCCOC1CCCN(C(=O)c2cc(Cl)c(Cl)cc2C(=O)O)C1 (configuration not stated)
10. CCOc1ccc(N2CC(C(=O)Nc3ccccc3OC)CC2=O)cc1 (configuration not stated)

Screen / compound no.	1	2	3	4	5	6	7	8	9	10
HER2 expr 66K	67	91	85	108	41	100	95	116	122	98
Cdc25B inh	0	-9	-8	-11	-9	-9	-17	-1	1	-1
RORa activator	-11	3	15	-18	-4	-18	-4	9	6	3
DUSP1 inh	6	4	10	3	4	-22	11	20	22	-3
SF1 activator	6	-6	-3	-3	-20	8	0	0	-18	-4
TNAP act mid DEA	0.9	0.9	1	1	0.9	1	0.9	1	0.8	0.9
D1 allo mod	-0.035	-0.61	-1.2	1.1	0.7	0.25	-0.1	-0.6	0.19	-2.1
FXIIa inh mix	-8	6	4	-15	-13	6	4	3	3	1
Hsp90 block	-2	-2	-2	4	-1	-1	-8	-1	-2	-1

11. COc1cccc(CNC(=O)CN(c2cc(C)cc(C)c2)S(=O)(=O)c2c(C)noc2C)c1
12. CC(C)Oc1ccc(NC(=O)c2ccncc2)cc1
13. Cc1nn(-c2ccccc2)c2nc(-c3ccco3)cc(C(=O)O)c12
14. CN(C)c1ccc(-c2nc3ccccc3n2C)cc1
15. CCCCNC(=O)c1ccc(NS(=O)(=O)c2ccccc2)cc1
16. CCCCCn1c(SCC(=O)OCC)nc2cc(C(=O)NCc3ccco3)ccc2c1=O
17. Cc1cccc(N2CCN(C3=NC(=O)C(=C4CCCCC4)S3)CC2)c1
18. Cc1noc(C)c1C(=O)Nc1sc2c(c1C(N)=O)CCCCC2
19. O=C(NCc1ccccn1)Nc1ccc(F)cc1
20. CCOC(=O)Cn1nc(-c2ccccc2)nc1-c1ccccc1

Screen / compound no.	11	12	13	14	15	16	17	18	19	20
HER2 expr 66K	88	75	91	86	96	84	154	121	100	107
Cdc25B inh	-2	-3	6	-12	-3	-20	-1	-7	1	4
RORa activator	32	-1	-8	-62	-2	-12	4	-18	28	20
DUSP1 inh	6	8	13	-8	4	-4	-3	8	-6	1
SF1 activator	-34	6	-7	-59	10	5	-3	14	15	25
TNAP act mid DEA	1	0.9	1	0.9	1	0.9	0.9	0.9	1	1
D1 allo mod	0.037	-0.049	0.72	-5.1*	0.62	0.93	0.39	0.99	0.021	-3.5*
FXIIa inh mix	7	6	0	0	-1	-1	-18	9	-11	1
Hsp90 block	-1	-9	-7	0	-5	2	1	-23	0	1

# Complete entries from above. Screens in order: HER2 expr 66K	Cdc25B inh	RORa activator	DUSP1 inh	SF1 activator	TNAP act mid DEA	D1 allo mod	FXIIa inh mix	Hsp90 block
# CCOC(=O)Cn1nc(-c2ccccc2)nc1-c1ccccc1 is listed with 107	4	20	1	25	1	-3.5*	1	1
# COc1cccc(CNC(=O)CN(c2cc(C)cc(C)c2)S(=O)(=O)c2c(C)noc2C)c1 is listed with 88	-2	32	6	-34	1	0.037	7	-1
# CC(C)Oc1ccc(NC(=O)c2ccncc2)cc1 is listed with 75	-3	-1	8	6	0.9	-0.049	6	-9

# Remaining list, next part.
21. O=C(c1cccs1)N1CCOCC1
22. COc1ccc(NC(=O)Nc2cccc(OC)c2)cc1
23. NC(=O)c1sc2nc3c(c(-c4cccs4)c2c1N)CCCC3
24. CC(C)(C)c1cc(C(=O)O)nn1-c1ccccc1
25. O=C(O)c1cccc(NS(=O)(=O)c2cccc3cccnc23)c1
26. Cc1ccc2ncccc2c1NS(=O)(=O)c1ccccc1
27. Cc1n[nH]c(C)c1S(=O)(=O)N1CCCC(C(=O)Nc2ccc3c(c2)OCCO3)C1 (configuration not stated)
28. Cc1ccccc1C(=O)Nc1ccc2c(c1)OCO2
29. CCC(C)(C)NC(=O)C(c1cccn1C)N(Cc1ccc(C)cc1)C(=O)Cn1nnc2ccccc21 (configuration not stated)
30. COc1ccc(C2CC(c3c(Cl)cccc3Cl)n3nc(N)nc3N2)cc1 (configuration not stated)

Screen / compound no.	21	22	23	24	25	26	27	28	29	30
HER2 expr 66K	87	103	53	90	81	91	93	108	208	82
Cdc25B inh	-16	-8	9	-10	-4	-12	-4	2	-2	-6
RORa activator	1	68*	2	-1	13	3	-2	1	2	0
DUSP1 inh	-5	-3	-21	4	-1	8	28	16	12	7
SF1 activator	-4	35	-4	-8	-12	0	10	-27	1	-16
TNAP act mid DEA	0.9	0.9	1	0.9	1	1	0.8	1	1	0.7
D1 allo mod	-0.1	-0.7	·	0.52	·	-0.67	-0.81	-4.3*	0.87	-0.39
FXIIa inh mix	-17	3	3	9	5	5	-4	0	-5	4
Hsp90 block	1	1	-4	-1	-3	·	-2	3	3	0

31. N#Cc1c(NC(=O)CSc2ncc(-c3ccccc3)n2CC2CCCO2)sc2c1CCCC2 (configuration not stated)
32. CCn1cnc2scc(-c3ccccc3)c2c1=O
33. COc1ccc(CNC(=O)C2CCN(C(=O)N3CCOc4ccc(C)cc43)CC2)cc1
34. CC(C)OC(=O)CCNc1n[nH]c(=O)[nH]c1=O
35. CCn1c(SCC(N)=O)nc2c(c1=O)C1(CCCC1)Cc1ccccc1-2
36. CCOC(=O)N1CCC(NC(=O)c2ccc(CNS(=O)(=O)c3ccc(F)cc3)cc2)CC1
37. Cc1c(C(O)CN2CCC(C(N)=O)CC2)c2ccccc2n1C (configuration not stated)
38. CCOC(=O)CC(=O)CSc1nc2c(c(C)c1C#N)CCC2
39. CCOC(=O)C1CCN(C(=O)C2(NC(=O)Nc3ccccc3Cl)CCCCC2)CC1
40. Cc1cc(Nc2cc(C)on2)n2ncnc2n1

Screen / compound no.	31	32	33	34	35	36	37	38	39	40
HER2 expr 66K	94	99	100	136	·	127	103	78	83	106
Cdc25B inh	-3	-11	-5	-4	·	-13	1	7	4	-3
RORa activator	18	1	-20	18	-6	26	9	14	-29	-7
DUSP1 inh	-12	3	7	-15	·	-3	11	5	2	6
SF1 activator	-15	-1	17	13	-17	2	-18	-4	5	-7
TNAP act mid DEA	0.9	0.9	1	0.9	0.9	1	1	0.9	1	0.9
D1 allo mod	-0.69	15*	·	·	0.00055	0.65	0.048	0.054	0.3	-0.26
FXIIa inh mix	·	3	1	·	8	7	0	-14	3	5
Hsp90 block	-3	1	-2	-4	·	-3	-4	-4	-4	-4

# 3 compounds from above, ordered by length of the SMILES, lowest first.
35. CCn1c(SCC(N)=O)nc2c(c1=O)C1(CCCC1)Cc1ccccc1-2
39. CCOC(=O)C1CCN(C(=O)C2(NC(=O)Nc3ccccc3Cl)CCCCC2)CC1
31. N#Cc1c(NC(=O)CSc2ncc(-c3ccccc3)n2CC2CCCO2)sc2c1CCCC2 (configuration not stated)

Screen / compound no.	35	39	31
HER2 expr 66K	·	83	94
Cdc25B inh	·	4	-3
RORa activator	-6	-29	18
DUSP1 inh	·	2	-12
SF1 activator	-17	5	-15
TNAP act mid DEA	0.9	1	0.9
D1 allo mod	0.00055	0.3	-0.69
FXIIa inh mix	8	3	·
Hsp90 block	·	-4	-3

# Later entries:
41. CCCCCCn1cnc2c(c1=O)c1nc3ccccc3nc1n2/N=C/c1ccco1
42. O=C(CN(C(=O)Cn1nnc(-c2cccs2)n1)c1cnc2ccccc2c1)NCC1CCCO1 (configuration not stated)
43. c1ccc(OCCSc2nnc3sc4ccccc4n23)cc1
44. O=C1CCC(=O)N1c1nc2nc(-c3ccccc3)cc(-c3ccccc3)n2n1
45. COCCNc1oc(-c2ccc(C)cc2)nc1C#N
46. Cn1c(N2CCOCC2)nc2c1c(=O)n(Cc1ccc(Cl)c(Cl)c1)c(=O)n2C
47. O=C1CSC(=NC(=O)c2ccccc2)N1
48. CC(=O)c1cccc(N(CC(=O)O)S(C)(=O)=O)c1
49. Cc1cccc(-c2nsc(SCC(=O)Nc3nccs3)n2)c1
50. O=C(NC1CCCC1)C(c1cccs1)N(C(=O)c1ccno1)c1ccccc1 (configuration not stated)

Screen / compound no.	41	42	43	44	45	46	47	48	49	50
HER2 expr 66K	33	77	53	68	127	110	94	103	85	105
Cdc25B inh	9	-2	0	17	-4	8	-2	-11	11	-11
RORa activator	8	8	-35	-21	48	-17	-27	1	-3	22
DUSP1 inh	2	15	10	-17	-13	-2	0	1	13	-1
SF1 activator	-15	-19	-54	-20	61*	4	-1	-3	-10	-4
TNAP act mid DEA	0.8	1.1	0.9	1	0.9	0.9	0.9	1	0.9	0.9
D1 allo mod	-0.61	·	-6*	·	5.1*	·	-0.78	-0.36	0.097	-0.21
FXIIa inh mix	5	1	-3	·	5	·	0	1	6	-1
Hsp90 block	-6	1	1	-2	-5	1	-2	-6	-2	1

51. CC1(C)CC(=O)C(C=NCCCO)=C(O)C1
52. O=C(NCc1ccc2c(c1)OCO2)C1CCN(S(=O)(=O)c2ccc(Br)s2)CC1
53. CC(CCc1ccccc1)C(=O)NO (configuration not stated)
54. Cc1ccc(N(C(C)C(=O)O)S(=O)(=O)c2cccnc2)cc1 (configuration not stated)
55. COc1ccc(OC)c(N=c2oc3cc(O)ccc3cc2C(N)=O)c1
56. Cc1cccc(NC2=NC3(CCCCC3)N=C(N)N2)c1C
57. Cc1nc2ccc(C(C(F)(F)F)(C(F)(F)F)C(F)(F)F)cc2[nH]1
58. O=C(c1cnn2c(C(F)(F)F)cc(-c3ccco3)nc12)N1CCCCCC1
59. Cc1cccc(OCc2nnc(SCC(=O)c3cccs3)n2C)c1C
60. O=C(C1CCCCC1)N(CCN1CCCC1)c1nc2ccccc2s1

Screen / compound no.	51	52	53	54	55	56	57	58	59	60
HER2 expr 66K	104	109	86	101	116	93	108	91	65	109
Cdc25B inh	-10	-1	-5	1	9	-6	-8	-17	-3	12
RORa activator	30	-1	7	-21	68*	-4	-14	-16	15	4
DUSP1 inh	2	-4	8	-1	4	5	29	3	-17	2
SF1 activator	33	6	1	-1	43	1	-21	-5	23	15
TNAP act mid DEA	0.9	1	1	0.8	0.9	1.1	1	0.9	0.9	0.9
D1 allo mod	-1	0.13	-0.041	0.048	-1.6	-3.2	1.5	0.023	-0.078	-1.6
FXIIa inh mix	7	9	6	-13	6	1	3	15	9	7
Hsp90 block	2	-3	-1	0	-4	1	-2	1	-3	-5

# No enrichment for hits. About 8.9% of those tested had a hit in this group.
